# Bioassay records: PubChem BioAssay, Southern Research Specialized Biocontainment Screening Center
# Salmonella PhoP GFP – PhoP regulon inhibitors, Salmonella typhi PhoP promoter GFP reporter, confirmatory (AID 1850) | Salmonella Typhi PhoP-promoter GFP reporter, fluorescence, 4 h; higher % means a stronger effect | inhibition, % at 50 µM, or IC50 in µM where a hit was titrated | hit rate 0.33% among 310,000; in the data active = a potency from the dose series; inconclusive = inhibition mostly from about 25% at the one dose, without a potency; inactive = the rest, 99 in 100 with inhibition below about 19%;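 note: 0% = induced wells with vehicle and 100% = uninduced wells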
# H37Rv inhibition – M. tuberculosis growth inhibition, HTS (AID 449762). M. tuberculosis H37Rv growth inhibition, 7H9 media; higher % means a stronger effect. inhibition, % at 25 µM, or IC50 in µM where a hit was titrated. hit rate 0.59% among 330,000; in the data active = a potency from the dose series; inconclusive = inhibition above about 70% without an active follow-up result;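 note: bacterial growth assessed after seven days of incubation; strong numbers were not always called active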
# influenza NS1A – H1N1 influenza NS1A inhibitors, functional cell based assay (AID 504329); hit rate 0.3% among 340,000; NS1A functional cell-based assay, percent inhibition; higher % means a stronger effect; inhibition, % at 12.5 µM, or IC50 in µM where a hit was titrated; in the data active = a potency from the dose series; inconclusive = inhibition above about 27% without an active follow-up result; note: strong numbers were not always called active
# M. tuberculosis – growth inhibition of non-replicating M. tuberculosis (AID 488890); Mycobacterium tuberculosis non-replicating, growth inhibition; higher % means a stronger effect; one-dose inhibition, % at 25 µM; IC50 in µM for titrated hits; hit rate 0.39% among 320,000; in the data active = a potency from the dose series; inconclusive = inhibition mostly from about 82% at the one dose, without a potency; inactive = the rest, 99 in 100 with inhibition below about 76%;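 note: plate controls were DMSO cells for no effect and high antibiotic wells for full effect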
# VEEV TC-83 Vero – inhibitors of VEEV TC-83 cytopathic effect, confirmation, Vero cells (AID 588727); Vero cells, VEEV TC-83 cytopathic effect inhibition; higher % means a stronger effect; one-dose inhibition, % at 20 µM; IC50 in µM for titrated hits; hit rate 0.13% among 350,000; in the data active = a potency from the dose series; inconclusive = inhibition mostly from about 14% at the one dose, without a potency; inactive = the rest, 99 in 100 with inhibition below about 12%; note: strong numbers were not always called active
# VEEV TC-83 Vero 10K pilot screen – further read-out of VEEV TC-83 Vero, marked with its call; inhibition, %; measured here: 10K pilot screen inhibition
# The depositor's hits bear a star; i = inactive; ? = inconclusive; · = not tested or not shown.
SMILES,Salmonella PhoP GFP,H37Rv inhibition,influenza NS1A,M. tuberculosis,VEEV TC-83 Vero,others
Oc1ccc(/C=N/NC(=S)NC2CC3CCC2C3)cc1 (centres undefined),-5%,45%,8%,6%,4.1%,
CNCCc1ccc(O)c(O)c1,-7%,3%,-1%,-3%,1.6%,
CCOc1ccc(S(=O)(=O)c2c(C(=O)c3ccccc3)cnc3cc4c(cc23)OCCO4)cc1,-12%,-1%,5%,25%,4.4%,
NS(=O)(=O)c1cccc(NC(=O)COc2ccc([N+](=O)[O-])cc2)c1,2%,-1%,3%,-5%,0.4%,
COc1ccc(CNC(=O)CNS(=O)(=O)c2cccs2)cc1,8%,3%,-6%,-7%,i,
CC(=O)Nc1ccc(Nc2cc(C)nc(Nc3ccc(NC(C)=O)cc3)n2)cc1,·,27%,8%,77%,4.5%,
COc1ccccc1-c1nnc(SCC(=O)Nc2ccc(S(N)(=O)=O)cc2)n1N,5%,-1%,-12%,-11%,10.0%,
Cc1ccc(S(=O)(=O)N2CCCC2)cc1C(=O)NCC(C)(C)N1CCOCC1,·,1%,-1%,1%,0.2%,
CN(Cc1cnc2nc(N)nc(N)c2n1)c1ccc(C(=O)NC(CCC(=O)O)C(=O)O)cc1 (centres undefined),·,·,2%,·,4.6%,
Cc1ccc(C(=O)NC2CCN(C(=O)NC3CCCCC3)CC2)cc1,·,·,12%,·,0.1%,
CCc1nc(Nc2ccccc2)c2nnn(Cc3ccccc3)c2n1,-2%,21%,-4%,42%,2.0%,
O=C(CSc1c[nH]c2ccccc12)NC1CCCC1,-12%,1%,6%,0%,5.4%,
COc1ccc(N(CC(=O)Nc2ccc(C)c(C)c2)C2=NC3CS(=O)(=O)CC3S2)cc1 (centres undefined),-3%,2%,0%,-19%,0.9%,
Cc1c(C(=O)NNC(=O)Nc2ccc([N+](=O)[O-])cc2)oc2ccccc12,-11%,-4%,-4%,3%,5.5%,
CC1(C)Cc2nc3sc4c(SCC(=O)O)ncnc4c3cc2CO1,-1%,0%,-9%,-11%,2.1%,

# 6 records drawn at random from the list so far:
SMILES,Salmonella PhoP GFP,H37Rv inhibition,influenza NS1A,M. tuberculosis,VEEV TC-83 Vero,others
Cc1c(C(=O)NNC(=O)Nc2ccc([N+](=O)[O-])cc2)oc2ccccc12,-11%,-4%,-4%,3%,5.5%,
O=C(CSc1c[nH]c2ccccc12)NC1CCCC1,-12%,1%,6%,0%,5.4%,
Cc1ccc(C(=O)NC2CCN(C(=O)NC3CCCCC3)CC2)cc1,·,·,12%,·,0.1%,
CNCCc1ccc(O)c(O)c1,-7%,3%,-1%,-3%,1.6%,
COc1ccc(CNC(=O)CNS(=O)(=O)c2cccs2)cc1,8%,3%,-6%,-7%,i,
Oc1ccc(/C=N/NC(=S)NC2CC3CCC2C3)cc1 (centres undefined),-5%,45%,8%,6%,4.1%,

# Next entries
SMILES,Salmonella PhoP GFP,H37Rv inhibition,influenza NS1A,M. tuberculosis,VEEV TC-83 Vero,others
CCOC(=O)Cc1csc(SCC(=O)NC2CCCCC2)n1,-2%,4%,-4%,?,i,
CC1(OC(=O)c2cccs2)C(=O)C=C2C=C(C3CC3)OC=C2C1=O (centres undefined),3%,1%,4%,6%,0.9%,
CCN(CC)S(=O)(=O)c1ccc2c(c1)N(CC(=O)NCCN1CCOCC1)C(=O)CO2,-2%,5%,-8%,-1%,0.3%,
CCCCCCN=C(C)c1c(O)n(Cc2ccccc2)c(=O)[nH]c1=O,0%,1%,2%,35%,i,
Oc1ccc(N2CCN(Cc3nc4ccccc4[nH]3)CC2)cc1,-2%,-10%,6%,21%,2.1%,
O=S(=O)(CCc1nnc(-c2ccc(Br)cc2)o1)c1ccc(Cl)cc1,6%,38%,-5%,0%,7.1%,
N#Cc1c(N)nc(N2CCCC2)c(C#N)c1-c1ccc(Cl)cc1,-13%,-25%,-12%,-11%,i,
CCCCn1nc(C(=O)N2CCc3ccccc32)c2ccccc2c1=O,1%,7%,5%,9%,0.4%,
CNS(=O)(=O)c1cccc(C(=O)OCC(=O)Nc2ccc(N3CCCCC3)cc2)c1,-1%,2%,13%,13%,i,
CCOC(=O)c1cnn(-c2cc(Oc3ccccc3C)ncn2)c1N,-12%,6%,-14%,59%,6.0%,
COc1ccc(NS(=O)(=O)c2cc(NC(=O)CCNC(=O)c3ccco3)ccc2OC)cc1,·,·,-5%,·,2.9%,
Cn1c(CCN2CCCCC2)nc2cc(NC(=O)COc3ccccc3)ccc21,7%,-1%,0%,31%,i,
COc1ccc(-n2c(SCC(=O)NCc3ccco3)nc3c([nH]c4ccccc43)c2=O)cc1,-9%,-7%,25%,-24%,2.1%,
CCOC(=O)NC(O)C(=O)c1cccs1 (centres undefined),-7%,-3%,-3%,-7%,0.6%,
Cc1ccc(-c2nc(N)n(S(=O)(=O)c3ccc(C)cc3)n2)cc1,-2%,-9%,7%,-14%,1.4%,
Cc1ccc(Oc2nc(-c3ccccn3)nc3ccccc23)cc1,11%,?,·,?,0.1%,
O=C(c1cccs1)c1cn(CC(=O)N2CCc3ccccc3C2)c2ccccc12,-7%,4%,3%,31%,0.9%,
CCc1cc(=O)oc2c(C)c(OS(C)(=O)=O)ccc12,6%,-7%,-2%,-10%,4.9%,
CCOC(=O)C1=C(N)Oc2cc(O)ccc2C1c1cccc([N+](=O)[O-])c1 (centres undefined),-10%,7%,3%,5%,11%,
Cc1ccc2nc3c(cc(C(=O)NCCCn4ccnc4)n3C)c(=O)n2c1,2%,7%,5%,11%,4.9%,
N#Cc1ccccc1NC(=O)CSc1n[nH]c(=O)n1C1CC1,·,-1%,-10%,4%,5.4%,
CN(/C=C/c1c([N+](=O)[O-])c(=O)n(C)c(=O)n1C)c1ccccc1,9%,0%,-4%,0%,i,
COc1ccc(C2=NN(c3nc4ccccc4s3)C(=O)/C2=C\N(C)C)cc1,-6%,0%,-4%,31%,1.9%,
COc1ccc(NC2=NC(C)(C)CS2)cc1,5%,-1%,2%,3%,0.5%,
CCC(=O)Nc1ccc2c(c1)nc1n2CCSC1,9%,-2%,-2%,-2%,1.8%,
OCC(O)CN(c1ccccc1)c1ccccc1 (centres undefined),-4%,4%,-4%,12%,0.8%,
COc1ccc(C2CC(c3ccccc3)=NN2c2ccc(C(N)=O)cc2)cc1 (centres undefined),-8%,3%,-7%,66%,2.8%,
CCOC(=O)c1ccc(NC(=S)NCc2ccco2)cc1,-1%,-4%,4%,?,1.8%,
CSC1=N/C(=C\c2ccc3c(c2)OCO3)C(=O)S1,2%,3%,-2%,5µM*,7.1%,
COc1cc(OC)c(C(=O)OCC(=O)NCCc2ccccc2)cc1OC,5%,3%,7%,-2%,i,VEEV TC-83 Vero 10K pilot screen=0.2
C=CCn1c(N/N=C/c2ccc(O)cc2)nc2ccccc2c1=O,-7%,17%,-11%,-5%,5.0%,VEEV TC-83 Vero 10K pilot screen=3.8
CCN(CC(=O)Nc1cc(Cl)ccc1Cl)C(=O)c1ccc(-n2cccn2)cc1,·,4%,0%,22%,10%,
CCCCCc1cc(=O)oc2c(C(CCN3CCCC3)c3cc(OC)c(OC)c(OC)c3)c(OC)cc(OC)c12 (centres undefined),-3%,?,-4%,78%,i,
CCOC(=O)C1(Cc2ccc(Cl)cc2)CCN(C2CCC2)CC1,-2%,7%,-21%,11%,i,
COc1ccccc1C(=O)C1CCCN(C(=O)c2ccco2)C1 (centres undefined),-9%,-3%,1%,0%,0.3%,
CCOC(=O)C1=C(C)N(C)C(=S)NC1c1ccccc1 (centres undefined),-4%,4%,-5%,2%,i,
CCOc1ccc(/C(O)=C2/C(=O)C(=O)N(c3nc(C)c(C)s3)C2c2ccco2)cc1 (centres undefined),-9%,-1%,3%,27%,0.8%,
Cc1cc(=O)[nH]c(N/N=C/c2ccc(OC(=O)c3ccco3)cc2)n1,-3%,-2%,7%,18%,0.5%,
COc1ccc(-c2cc(C(=O)Nc3ccccc3F)on2)cc1,-18%,3%,-8%,54%,i,
O=C(NCC1(N2CCOCC2)CCCCC1)c1ccc(Cl)c(S(=O)(=O)NCc2ccco2)c1,2%,2%,8%,25%,0.4%,
CCOC(=O)c1sc(=NC(=O)c2ccc(Br)cc2)n(C)c1C,-9%,-1%,9%,-13%,0.8%,
CCCn1c(N)c(NCCN2CCOCC2)c(=O)[nH]c1=O,-4%,-1%,5%,-10%,0.7%,
Cc1ccc(C)c(-n2c(CNC(=O)c3ccco3)nnc2SCC(=O)Nc2nccs2)c1,4%,-1%,1%,-24%,0.4%,
COc1ccc(-c2cc3nc(C)cc(C)n3n2)cc1,-15%,9%,-8%,9%,2.2%,
COCCN1C(=O)N(c2cccc(C)c2)C(=O)C1CC(=O)Nc1ccc(OC)cc1 (centres undefined),3%,-3%,2%,-2%,0.3%,
O=C(O)CNC(=O)CC1S/C(=N/N=C2/NC(=O)CS2)NC1=O (centres undefined),-7%,4%,16%,-32%,0.4%,
O=C(N/N=C/c1cc(Cl)ccc1O)C(=O)Nc1ccccc1OC(F)(F)C(F)F,-3%,-1%,3%,8%,7.0%,
CCCN(CC(=O)Nc1ccccc1OC)C(=O)c1ccc(S(=O)(=O)Nc2ccccc2)cc1,-7%,?,-2%,17%,1.2%,
Cc1ccc(C)c(NC(=S)NNC(=O)c2cc3c(s2)CCC(C)C3)c1 (centres undefined),4%,-1%,7%,-7%,1.3%,
CC(NC(=O)c1ccc2c(c1)OCO2)C(c1cccs1)N1CCN(c2ccccc2)CC1 (centres undefined),-1%,-6%,12%,3%,5.8%,
COc1cccc(OCCOc2c(OC)cccc2OC)c1,2%,4%,-9%,0%,5.0%,
O=S(=O)(c1ccc(Cl)nc1)N1CCOCC1,·,-7%,-1%,-7%,2.9%,
CC(=O)c1ccc(NC(=O)CCCN2C(=O)C(c3ccccc3)Oc3cccnc32)cc1 (centres undefined),-7%,-9%,-2%,13%,i,
O=C(c1cc(-c2ccccc2)on1)N1CCN(Cc2ccc3c(c2)OCO3)CC1,-7%,10%,25%,-14%,0.3%,
COC(=O)/C=C1\N/C(=N\c2nc(C)cc(C)n2)N(c2ccccc2)C1=O,14%,-6%,·,-1%,0.8%,
N#Cc1cc(-c2ccccc2)nc(NN)n1,2%,3%,3%,7%,0.9%,
Nc1nc(CN2CCN(c3cccc(Cl)c3)CC2)nc(N2CCCc3ccccc32)n1,8%,35%,-4%,1%,7.7%,
CCOC(=O)C(C)N1C(=O)S/C(=C/c2ccc3c(c2)n(C)c(=O)n3C)C1=O (centres undefined),1%,21%,-9%,72%,8.6%,
CCOCc1c(C(=O)Nc2ccccc2N2CCN(C)CC2)oc2ccccc12,·,·,5%,·,7.2%,
CCOc1ccc(-n2nc3c(Cl)nnc(C)c3c2C)cc1,-8%,3%,0%,5%,i,
# Following part.
SMILES,Salmonella PhoP GFP,H37Rv inhibition,influenza NS1A,M. tuberculosis,VEEV TC-83 Vero,others
Cn1cc(SCC(=O)NCCc2ccccc2)c2ccccc21,-18%,-2%,13%,-10%,5.3%,
CCOC(=O)c1cc(-c2ccc(C)cc2)n(CCC(=O)NCCCOC)c1C,0%,8%,0%,7%,3.1%,
c1cncc(-c2nc(-c3ccc4c(c3)OCO4)cs2)c1,17%,33%,-3%,16%,6.4%,
CCOC(=O)C1=C(C)N(c2ccccc2)C(=O)C1,1%,1%,4%,46%,2.2%,
Cc1ccc(CNc2ccc(N3C(=O)CCCC3=O)cc2[N+](=O)[O-])cc1,-5%,-5%,-2%,-20%,0.0%,
COc1ccccc1C(=O)NCCC(=O)NC1=NCCS1,·,0%,-3%,6%,0.6%,
c1ccc2[nH]c(NCCN3CCOCC3)nc2c1,14%,-2%,-41%,-4%,0.2%,
COc1cc(C(=O)NNC(=O)CCOc2cccc(Br)c2)cc(OC)c1OC,·,-2%,-3%,4%,3.7%,
CCOc1ccc(NC(=O)CCNC(=O)N2C[C@H]3C[C@@H](C2)c2cccc(=O)n2C3)cc1,6%,-8%,2%,-7%,1.5%,
CN(C(=O)CSc1nnc(N)s1)c1c(N)n(Cc2ccccc2)c(=O)[nH]c1=O,-3%,-4%,-5%,3%,0.1%,
CC(C)COC(=O)/C(C#N)=C/c1c[nH]c2ccccc12,9%,2%,37%,18%,3.0%,
Cc1ccccc1Oc1ccc(Oc2ccccc2C)nn1,25%,-2%,-5%,25%,i,
COc1ccccc1C(=O)NCCC(=O)N1CCCCCCC1,-2%,10%,9%,-18%,1.3%,
O=C(Nc1ccc(Cl)cc1F)c1ccc2c(c1)C(=O)N(Cc1ccncc1)C2=O,·,3%,·,9%,·,
